Assay outcomes (PubChem BioAssay)
GLS inhibitor: qHTS for Inhibitors of Glutaminase (GLS) | Glutaminase kidney isoform, mitochondrial (Homo sapiens), O94925 | GLS enzymatic activity, qHTS titration | Potency, µM (series often up to 45.5 µM), for inactives: top-dose activity change, negative = inhibition, most hits filed as inhibitors | 0.21% of 410,000 active; also: potency is read from the fitted curve at half-maximal effect; % is scaled to controls: 0 for no effect and ±100 for the full control effect
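Two-point fluorescence kinetic (t0, 30 min RT) for hKGA; glutamate detected via glutamate oxidase–HRP–Amplex Red. Substrate: 1 mM L-glutamine solution; buffer 45 mM KH2PO4, pH 8.2.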
IDH1 R132H inh: qHTS for Inhibitors of mutant isocitrate dehydrogenase 1 (IDH1): qHTS; 0.093% of 390,000 active; IDH1-R132H enzyme, NADPH consumption, diaphorase/resazurin fluorescence; AID 602179, 2012; Potency, µM (titrated, usually from 76.6 µM), for inactives: at the highest dose activity change, negative = inhibition, hits mostly inhibitors; also: potency is read from the fitted curve at half-maximal effect; % is scaled to controls: 0 for no effect and ±100 for the full control effect; nearly all actives have a fitted effect of over 65% in size
Target sequence (O75874 whole entry R132H, stated change not applied): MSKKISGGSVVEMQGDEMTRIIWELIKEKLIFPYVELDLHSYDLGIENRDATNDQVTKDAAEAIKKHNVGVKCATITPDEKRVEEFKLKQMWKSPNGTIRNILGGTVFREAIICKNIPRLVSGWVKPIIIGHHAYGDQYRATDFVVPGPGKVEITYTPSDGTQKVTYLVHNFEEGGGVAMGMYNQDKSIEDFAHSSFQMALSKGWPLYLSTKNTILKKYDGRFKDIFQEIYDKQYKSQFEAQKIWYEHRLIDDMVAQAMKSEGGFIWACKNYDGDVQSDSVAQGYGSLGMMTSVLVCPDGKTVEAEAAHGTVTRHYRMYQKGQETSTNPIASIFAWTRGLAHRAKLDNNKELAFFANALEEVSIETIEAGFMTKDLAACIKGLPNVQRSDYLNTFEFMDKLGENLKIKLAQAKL
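IDH1-R132H (0.5 ug/mL) preincubated 30 min with compound, then NADPH (0.016 mM) and alpha-KG (2 mM) added; 80 min at RT, pH 7.5. Remaining NADPH coupled via diaphorase/resazurin to fluorescence (540/590 nm); concentration-response curves normalized to no-enzyme control.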
rTrxR1 inhibitor: qHTS Assay for Inhibitors of Mammalian Selenoprotein Thioredoxin Reductase 1 (TrxR1): qHTS; Thioredoxin reductase 1, cytoplasmic (Rattus norvegicus), O89049; recombinant rTrxR1, NADPH fluorescence consumption, selenite substrate; AID 588453, 2011; 1% of 390,000 active; Potency, µM (titrated, usually from 114 µM), for the others: top-dose activity change, negative = inhibition, hits mostly inhibitors; also: potency is read from the fitted curve at half-maximal effect; % is scaled to controls: 0 for no effect and ±100 for the full control effect; nearly all actives have a fitted effect of over 65% in size
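Rat TrxR1 (90 nM in the dispensed reagent) was pre-reduced with 400 uM NADPH for 5 min at room temperature, then incubated with compound for 15 min. After 400 uM selenite was added, NADPH fluorescence (Ex 340/Em 450 nm) was followed for 8 min.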
HP1b chromo inh: HTS for Inhibitors of HP1-beta Chromodomain Interactions with Methylated Histone Tails; Potency, µM (titrated, usually from 114 µM), without a hit: at the highest dose activity change, negative = inhibition, actives largely listed as inhibitors; AlphaScreen HP1-beta / biotin-H3K9me3 peptide binding; Chromobox protein homolog 1 (Homo sapiens), P83916; AID 540317, 2011; 0.56% of 390,000 active; also: potency is read from the fitted curve at half-maximal effect; nearly all actives have a fitted effect of over 70% in size; inactives centre near 23
Target sequence (P83916 whole entry, looked up): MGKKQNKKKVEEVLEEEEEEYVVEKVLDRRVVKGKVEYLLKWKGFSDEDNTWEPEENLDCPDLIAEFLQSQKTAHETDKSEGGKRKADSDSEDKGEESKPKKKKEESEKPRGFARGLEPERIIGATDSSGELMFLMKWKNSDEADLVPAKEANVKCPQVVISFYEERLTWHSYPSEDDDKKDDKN
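AlphaScreen: HP1-beta (50 nM) preformed 30 min with biotin-H3(1-18)K9me3 peptide (50 nM) in PBS pH 7.4, 0.01% Tween-20. Compound added for 30 min at RT, then streptavidin donor/nickel chelate acceptor beads (10 ug/mL) for 30 min.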
Tb PGK inh: qHTS Assay to Find Inhibitors of Phosphoglycerate Kinase; Phosphoglycerate kinase, glycosomal (Trypanosoma brucei brucei), P07378; PGK/GAPDH coupled, Kinase-Glo luminescence, 60 min; Potency, µM (highest dose often 57.5 µM), for inactives: top-dose activity change, negative = inhibition, usual class: inhibitors; 0.043% of 380,000 active; AID 602233, 2012; also: potency is read from the fitted curve at half-maximal effect; % is scaled to controls: 0 for no effect and ±100 for the full control effect; nearly all actives have a fitted effect of over 60% in size
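Luminescent ATP detection (Kinase-Glo Plus) follows a 60-minute room-temperature incubation, with wells lacking PGK as controls. Buffer: 100 mM TEA (pH 7.6), 5 mM MgCl2, 0.01% Tween-20. Coupling enzyme GAPDH (100 nM final) supplies unstable 1,3-BPG in-well.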
Pin1 inh: qHTS Assay to Find Inhibitors of Pin1 | Pin1 FP peptide displacement, HiFluor488, 10 min | Potency, µM (highest dose often 115 µM), without a hit: top-dose activity, negative = inhibition, actives largely listed as inhibitors | 0.009% of 390,000 active | AID 504891, 2011; active = well fitted inhibition curve with a large enough effect in the polarisation, with a control signal flat, not every such curve was filed as active; inconclusive = small, poorly fitted or top-dose-only effect, or effect the other way, or a change in a side signal; inactive = no such curve, though single readings can be large or run the other way; the % refers to the polarisation; also: potency is read from the fitted curve at half-maximal effect; % is scaled to controls: 0 for no effect and ±100 for the full control effect
PI4K2A inh: qHTS for small molecular inhibitors of PI4K2A; activity change, negative = inhibition, % at 76.9 µM; purified PI4K2A, ADP-Glo luminescence, 1 h; stronger effect = lower value; Phosphatidylinositol 4-kinase type 2-alpha (Homo sapiens), Q9BTU6; 0.13% of 420,000 active; in the data active = activity change below about -50%; inconclusive = mostly about -30% to -49%;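 also: -100% = wells without enzyme as full effect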
Target sequence (Q9BTU6 whole entry, looked up): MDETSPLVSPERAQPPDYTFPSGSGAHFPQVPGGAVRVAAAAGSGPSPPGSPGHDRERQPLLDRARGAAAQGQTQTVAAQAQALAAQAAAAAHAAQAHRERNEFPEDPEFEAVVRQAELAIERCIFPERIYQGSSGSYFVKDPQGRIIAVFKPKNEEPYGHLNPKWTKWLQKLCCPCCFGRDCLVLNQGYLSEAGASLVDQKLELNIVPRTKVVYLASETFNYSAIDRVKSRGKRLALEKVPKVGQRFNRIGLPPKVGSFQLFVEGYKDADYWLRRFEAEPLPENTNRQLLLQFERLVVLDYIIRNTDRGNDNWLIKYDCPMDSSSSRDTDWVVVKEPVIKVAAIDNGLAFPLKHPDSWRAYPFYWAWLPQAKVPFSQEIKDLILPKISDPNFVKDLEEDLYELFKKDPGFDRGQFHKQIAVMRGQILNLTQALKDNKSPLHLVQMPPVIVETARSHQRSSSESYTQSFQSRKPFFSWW
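In this quantitative HTS, ADP production by PI4K2A was quantified luminescently after 1 h at ambient temperature; 100 microM adenosine served as plate-quality control.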
TrxR1 substrate: qHTS Assay for Substrates of Mammalian Selenoprotein Thioredoxin Reductase 1 (TrxR1): qHTS; Potency, µM (highest dose often 114 µM), for the others: at the highest dose activity change, negative = substrate turnover; AID 588456, 2011; purified TrxR1 substrate turnover, NADPH consumption readout; 0.01% of 390,000 active; also: potency is read from the fitted curve at half-maximal effect; % is scaled to controls: 0 for no effect and ±100 for the full control effect; nearly all actives have a fitted effect of over 50% in size
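Rat TrxR1, dispensed at 90 nM, was prereduced with 400 uM NADPH (final) for 5 min at ~22 deg C, then incubated with compound 15 min before 400 uM selenite. A first-read NADPH fluorescence drop versus no-compound background flagged substrates.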
USP1-UAF1 inh: Inhibitors of USP1/UAF1: Primary Screen; Ubiquitin carboxyl-terminal hydrolase 1 (Homo sapiens), O94782; recombinant USP1/UAF1, Ub-Rhodamine cleavage fluorescence; Potency, µM (series often up to 57.1 µM), inactives show at the highest dose activity change, negative = inhibition, most hits filed as inhibitors; 0.23% of 390,000 active; also: potency is read from the fitted curve at half-maximal effect; % is scaled to controls: 0 for no effect and ±100 for the full control effect; nearly all actives have a fitted effect of over 60% in size; inactives centre near -12
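In this screen, compounds sit with the deubiquitinase complex (1nM) for 15 min at room temperature before Ub-Rho is added at 150nM final. Fluorescence rise is then followed for 6 reads every 60 seconds.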
Numbers without * were called inactive; i = inactive; u = inconclusive; x = no result given; & = joins results of further samples; [ ] = another dose, or the depositor's remark. Unless noted, calls follow the shape of the dose curve; as a rule, active = well fitted curve in the direction sought with a large enough effect; inconclusive = small, poorly fitted or top-dose-only effect, or another doubt; inactive = no such curve, though single readings can be large; an effect the other way counts as inactive or inconclusive.

Order of values – rTrxR1 inhibitor	PI4K2A inh	GLS inhibitor	TrxR1 substrate	Tb PGK inh	Pin1 inh	HP1b chromo inh	IDH1 R132H inh	USP1-UAF1 inh
Cc1[nH]c2ccccc2c1SCCNC(=O)c1ccc(F)cc1
  0%	0	-1%	8%[2.29 µM]	0%	-9%	14%	-7%	-6%
O=C(C1COc2ccccc2O1)N1CCn2c(nc3ccccc32)C1 (centres undefined)
  20%	1	-2%	2%	2%	-1%	39%	-1%	-21%
Cc1ccc2nc(-c3cccnc3)oc2c1
  41%[activator][57.1 µM]	-17	-5%	57%[activator][57.1 µM]	3%	4%&0%	23%&44%	0%	-10%
CC12CCC=CC1C(c1ccc(Br)cc1F)N(Cc1ccccc1)C2=O (centres undefined)
  u	x	x	-13%	x	u	22%	x	x
COc1cccc2sc(N3CCN(C(=O)c4cccs4)CC3)nc12
  5%	-4	-1%	3%	-11%	1%	-2%	1%	-13%
O=C(NCc1ccccc1)NC1(C(=O)N2CCN(c3ncccn3)CC2)CCCCC1
  u	-2	0%	-4%	1%	0%	-12%	-7%	-1%
COc1ccc(NC(=O)C2C(c3ccccc3)C2(Cl)Cl)c(OC)c1 (centres undefined)
  21%	6	-3%	-2%	-12%	-4%	10%	11%	u
CCCCCCNC1=NCCS1
  -23%	2	-13%	-21%	-1%	0%	34%	9%	-15%
CCOc1ccc(NC(=O)CCSc2nnc(C)s2)cc1
  12%	1	7%	9%	-1%	1%	34%[activator]	6%	-5%
CCOC(=O)c1ccc(NC(=O)c2sc3nc(N4CCOCC4)c4c(c3c2N)CCCC4)cc1
  7%	-3	5%	1%	1%	2%	32%	7%	1%
O=C(COc1ccc2ccccc2c1)NN1C(=O)c2ccccc2C1=O
  -2%[57.1 µM]	-17	-4%	3%[57.1 µM]	4%	7%	10%	-1%	5%
Cc1c(Br)c([N+](=O)[O-])nn1C(C)C(=O)NCc1ccco1 (centres undefined)
  7%[57.1 µM]	-6	-42%	9%[57.1 µM]	5%	-5%	16%	3%	-15%
CC(=O)N1N=C(c2ccc(C)cc2)OC1c1ccc(C)cc1 (centres undefined)
  -9%	0	-4%	-6%	-3%	-2%	29%	2%	-14%
Nc1ccncc1N
  30%	-8&1	23%&53%	7%	-4%	-8%	0%	19%	6%
CC(=O)N/C(=N\c1nc(C)cc(C)n1)Nc1ccc2ccccc2c1
  11%[57.1 µM]	-5	-3%	-5%[57.1 µM]	i	-4%	44%[activator]	5%	-17%
CC(C)CCN(C(=O)CNC(=O)c1cccs1)C(C(=O)NC1CCCCC1)c1cccnc1 (centres undefined)
  5%	1	2%	-4%	i	-7%	-12%	-3%	-4%
CC(=O)c1ccc(NC(=O)c2ccc3c(Cl)c4c(nc3c2)CCCC4)cc1
  6%	3	12%	-1%	12%	6%	13%	1%	-8%
CCOc1ccc(S(=O)(=O)N(C)c2ccc(OCC(=O)NCC3CCCCC3)cc2)cc1
  7%	0	-5%	-5%	2%	0%	44%[activator]	2%	-3%
CCN1C(=O)C(CC(=O)Nc2c(C)cccc2C)Nc2cc(S(=O)(=O)N(C)C)ccc21 (centres undefined)
  18%[57.1 µM]	3	-22%	5%[57.1 µM]	-10%	-7%	38%	6%	-3%
CCc1nn(CC(=O)NCCc2ccc(Cl)cc2)c(=O)c2cccn12
  3%	1	-2%	-4%	-3%	3%	30%	-6%	-2%
COc1ccc2cc(CO)c(Cl)nc2c1
  13%	1	6%	3%	1%	5%	-6%	-1%	-10%
CCCc1[nH][nH]c(=O)c1C(c1cccc(Cl)c1)C(C#N)C#N (centres undefined)
  u	20	10%	1%[57.1 µM]	-1%	-4%	22%	-4%	-11%
CCNC(=S)N/N=C/c1cn(Cc2ccc(F)cc2)c2ccccc12
  0%	-2	3%	-3%	-7%	15%	-11%	-1%	-23%
CCCCOCCCNC(=S)Nc1ccc(S(=O)(=O)N2CCOCC2)cc1
  u	-2	7%	-8%	-4%	2%	25%	-1%	2%
CCOC(=O)c1c(C)[nH]c(C(=O)NCC(c2ccco2)N2CCCCC2)c1C (centres undefined)
  7%	-2	-5%	2%	i	5%	41%[activator]	14%	-23%
Cc1noc(C)c1-c1nc(CS(=O)(=O)c2ccccc2)no1
  18%[57.1 µM]	2	5%	7%	-5%	0%	-2%	-5%	u
COc1ccc(CNC(=O)Cn2cnc3c(SC)nc(N)nc32)cc1
  10%	1	-3%	5%	-6%	-1%	47%[activator]	-1%	-21%
O=C(O)CCc1nc(-c2ccccc2)no1
  -1%	-4	-3%	-4%	-3%	-1%	49%[activator]	0%	-10%
Cc1cc(Oc2ccc(Cl)cc2)nc(-c2ccccc2O)n1
  -5%	6	0%	-10%	-2%	-1%	104%[activator]	-3%	-19%
Cn1c(-c2ccc(C(=O)c3ccccc3)s2)nc2ccccc21
  4%	-24	17%	3%[57.1 µM]	-23%	1%	20%	5%	-14%
O=C(CCN1C(=O)C2CCCCC2C1=O)N1CCN(S(=O)(=O)c2ccccc2)CC1 (centres undefined)
  17%	-4	-4%	3%	-1%	0%	29%	1%	-21%
CC1=C(c2ccc(C)cc2)S(=O)(=O)N(Cc2ccc(C(=O)NCc3cccc(C)c3)cc2)C1=O
  28%[57.1 µM]	-4	5%	6%[57.1 µM]	-1%	-8%	60%[activator]	11%	u
Cc1ccccc1C(=O)Oc1ccccc1C(=O)N1CCOCC1
  7%	4	-25%	0%	-2%	-3%	10%	2%	-19%
CCC(=O)N1CCc2cc(S(=O)(=O)NC(C(=O)NCc3ccc(F)cc3)C(C)C)ccc21 (centres undefined)
  11%	0	-4%	-4%	-5%	19%	35%	4%	-8%
Cc1cc(C)n(-c2ccc(C(=O)N3CCN(S(=O)(=O)c4ccc(OC(F)(F)F)cc4)CC3)cc2)n1
  x	4	-2%	x	-1%	x	x	-9%	-26%
O=C(OCC#CCSc1nnc(-c2cccc3ccccc23)o1)c1ccc(Br)cc1
  49%[activator]	-3	0%	45%	0%	-6%	85%[activator]	x	x
O=S(=O)(c1cccc(F)c1)N1CCCN(c2ccc(C(F)(F)F)cn2)CC1
  -3%	0	-6%	0%[57.1 µM]	1%	-6%	53%[activator]	6%	-6%
O=C(O)c1cc(C(F)(F)F)nc2ccccc12
  20%	-2	1%	7%	3%	-11%	57%[activator]	-4%	-25%
COc1cc(CN2CCC(n3nccc3NC(=O)C3CC3)CC2)cc(OC)c1
  9%	-3	0%	-4%	-6%	0%	21%	0%	-8%
Oc1ccccc1C1C=C(c2ccc3c(c2)OCO3)NC(c2ccc(Br)cc2)N1 (centres undefined)
  -17%	x	x	11%[0.0914 µM]	x	2%	15%[57 µM]	x	x
O=C(O)CCn1c(=O)c2cccn2c2cccnc21
  1%	6	-6%	9%	x	0%	8%	x	-23%
COc1ccc(-c2noc(CCC(=O)N3CCC(c4cc(C)ccc4C)CC3)n2)cc1
  8%	-1	10%	-7%	i	-2%	47%[activator]	5%	-26%
COc1ccc(CC(=O)NC(C)c2ccc(S(N)(=O)=O)cc2)cc1S(=O)(=O)N1CCOCC1 (centres undefined)
  -4%	-2	0%	-7%	1%	0%	21%	6%	-20%
O=C(COc1ccc(Cl)cc1)Nc1ccccc1Cl
  8%[57.1 µM]	-19	1%	-9%	-2%	1%	35%[activator]	12%	-7%
c1ccc(OCCOc2cccc3cccnc23)cc1
  5%	-4	1%	-2%	-6%	-3%	-3%	-2%	-10%
COc1ccc2c(c1C)CCC(C)(C#N)C2=O (centres undefined)
  -8%[11.4 µM]	-2	1%	-6%[57.1 µM]	0%	-5%	27%	5%	-27%
Cn1cc(C(=O)N2CCc3ccccc3C2)c(=O)c2cc(S(=O)(=O)N3CCOCC3)ccc21
  4%	-2	1%	0%	-4%	1%	39%[activator]	16%	-16%
Cc1cc(OCCCSc2nc(-c3ccc(C(C)(C)C)cc3)nc3cc(=O)[nH]n23)ccc1Cl
  6%[57.1 µM]	-3	-20%	5%[57.1 µM]	-1%	u	u	-19%	u

Complete entries, quoted from the list.
Shown for COc1cccc2sc(N3CCN(C(=O)c4cccs4)CC3)nc12 : rTrxR1 inhibitor = 5%; PI4K2A inh = -4; GLS inhibitor = -1%; TrxR1 substrate = 3%; Tb PGK inh = -11%; Pin1 inh = 1%; HP1b chromo inh = -2%; IDH1 R132H inh = 1%; USP1-UAF1 inh = -13%
Shown for CCNC(=S)N/N=C/c1cn(Cc2ccc(F)cc2)c2ccccc12 : rTrxR1 inhibitor = 0%; PI4K2A inh = -2; GLS inhibitor = 3%; TrxR1 substrate = -3%; Tb PGK inh = -7%; Pin1 inh = 15%; HP1b chromo inh = -11%; IDH1 R132H inh = -1%; USP1-UAF1 inh = -23%

Some of the compounds tested; rates above refer to the full screens.
